Bioassay records: PubChem BioAssay, National Center for Advancing Translational Sciences (NCATS)
12-LOX inh – ALOX12 (human) lipoxygenase inhibition. purified 12hLO, xylenol orange hydroperoxide absorbance. Potency, µM (top dose mostly 108 µM), without a hit: at the highest dose activity change, negative = inhibition, usual class: inhibitors. actives 1.1% (n = 580,000); also: potency is read from the fitted curve at half-maximal effect; % is scaled to controls: 0 for no effect and ±100 for the full control effect
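Purified human 12hLO (150 nM final) in 25 mM Hepes, 0.01% Triton X-100, pH 7.0 was preincubated 15 min at room temperature with compound. Then 40 uM arachidonic acid was added, 30 min. Hydroperoxide was read by Fe-XO absorbance ratio 573/405 nm.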
GRP78 ERSR act – induces the endoplasmic reticulum stress response in human glioma cells. AID 602332. Potency, µM, for inactives: top-dose activation, most hits filed as activators. actives 0.02% (n = 420,000). U87-MG GRP78 promoter luciferase reporter, 16 h; also: potency is read from the fitted curve at half-maximal effect; series mostly up to about 76 µM; % of control where 0% means no effect; nearly all actives have a fitted effect of over 35% in size
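ERSR induction read as luciferase luminescence (Bright-Glo, 10 min at room temperature) in stably transfected human U87-MG glioma cells exposed to compounds for 16 h, using GRP78 as sensor.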
ERG Ets-DNA blk – ERG Ets/DNA interaction inhibition. Potency, µM (highest dose often 76.9 µM), inactives show at the highest dose FP activity, negative = inhibition, hits mostly inhibitors. fluorescence polarization, His-ERG Ets domain / labelled DNA. P11308. actives 0.028% (n = 370,000); active = well fitted inhibition curve with a large enough effect in the polarisation, with a control signal flat; inconclusive = small, poorly fitted or top-dose-only effect, or effect the other way, or a change in a side signal; inactive = no such curve, though single readings can be large or run the other way; the % refers to the polarisation;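 also: polarization taken with two DNA probes labelled with fluorescein and Texas red; potency is read from the fitted curve at half-maximal effect; % of control where 0% means no effect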
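His-tagged ERG Ets domain (1 uM in the protein solution; 300mM KCl, 50mM Tris-HCl, 1mM EDTA, 1mM DTT, pH 7.5) received compound, then a probe mix of 5 nM fluorescein-DNA and 100nM Texas-615-DNA. Fluorescence polarization was read for both dyes.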
LDHA block – LDHA (human) enzyme inhibition; purified LDHA, NADH/diaphorase-resazurin fluorescence; active compounds read low; actives 0.15% (n = 480,000); activity change, % (values are at about 110 or 230 µM); P00338; in the data active = activity change below about -30%; inconclusive = mostly about -25% to -30%;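 also: plate controls were DMSO wells for no effect and wells without enzyme for full effect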
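Human LDH5 at 2 nM final in Tris HCl pH 7.4 with 0.06 mM NADH and 0.2 mM pyruvate, reacted 5 minutes at room temperature. Remaining NADH coupled via diaphorase/resazurin; resorufin fluorescence read at 0 and 20 minutes, normalized to enzyme-free and DMSO wells.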
D2 antag – antagonists of human D2 dopamine receptor. P14416. HEK293 TREx D2 cells, calcium flux, dopamine EC80. inhibition, % at 10 µM. actives 2% (n = 340,000). AID 485344; in the data active = inhibition above about 30%; also: 0% is about no effect
Target sequence (P14416 whole entry, looked up): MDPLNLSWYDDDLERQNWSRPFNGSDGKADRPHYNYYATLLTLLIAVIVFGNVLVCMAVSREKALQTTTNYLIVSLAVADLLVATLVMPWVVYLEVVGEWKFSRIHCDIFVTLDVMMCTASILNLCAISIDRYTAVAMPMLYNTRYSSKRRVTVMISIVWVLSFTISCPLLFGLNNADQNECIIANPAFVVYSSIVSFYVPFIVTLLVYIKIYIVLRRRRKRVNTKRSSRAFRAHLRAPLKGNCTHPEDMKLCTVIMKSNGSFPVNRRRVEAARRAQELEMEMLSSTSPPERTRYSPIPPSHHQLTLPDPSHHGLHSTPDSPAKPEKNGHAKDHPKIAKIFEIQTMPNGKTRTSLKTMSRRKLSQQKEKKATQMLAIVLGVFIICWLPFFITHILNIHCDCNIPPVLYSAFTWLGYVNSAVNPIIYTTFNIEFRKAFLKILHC
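Calcium mobilization kinetics were recorded at 1 s intervals in tetracycline-induced HEK293 T-REx D2 cells, first for 180 s after compound addition and then 180 s after EC80 dopamine.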
Vif-A3G inh – inhibitors of Vif-APOBEC3G interaction | Q9HC16 | HeLa A3G-eYFP + Vif (tagged APOBEC3G with the HIV-1 protein that degrades it), YFP fluorescence, overnight | Potency, µM (highest dose often 46.1 µM), without a hit: at the top dose activity, negative = active, most hits filed as inhibitors | actives 0.076% (n = 410,000);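 also: potency is read from the fitted curve at half-maximal effect; % is scaled to controls: 0 for no effect and ±100 for the full control effect; nearly all actives have a fitted effect of over 60% in size; hits raise eYFP signal because A3G escapes Vif-driven loss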
Target sequence (Q9HC16 whole entry, looked up): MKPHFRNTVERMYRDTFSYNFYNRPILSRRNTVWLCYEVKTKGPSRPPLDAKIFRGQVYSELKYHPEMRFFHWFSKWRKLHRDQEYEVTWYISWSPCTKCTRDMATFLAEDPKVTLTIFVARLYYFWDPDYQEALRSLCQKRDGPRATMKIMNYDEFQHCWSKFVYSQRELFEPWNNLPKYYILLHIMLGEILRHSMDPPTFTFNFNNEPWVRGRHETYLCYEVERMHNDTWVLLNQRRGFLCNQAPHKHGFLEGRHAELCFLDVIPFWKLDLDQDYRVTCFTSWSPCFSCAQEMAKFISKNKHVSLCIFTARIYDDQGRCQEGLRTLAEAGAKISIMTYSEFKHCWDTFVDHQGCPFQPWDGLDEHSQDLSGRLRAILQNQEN
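Read-out is eYFP fluorescence (Ex 488/Em 500-530) from Vif-expressing HeLa A3G-eYFP cells; more signal means A3G escaped Vif-mediated degradation. Cells plated overnight, compound pinned in, incubated overnight at 37 deg C.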
RGS4 inhibitor – blocks human RGS4-accelerated GTP hydrolysis; Transcreener GDP fluorescence polarization, RGS4-accelerated GTP hydrolysis; Potency, µM (doses to about 114 µM), without a hit: at the top dose activity change, negative = inhibition, usual class: inhibitors; actives 0.039% (n = 390,000); AID 504845; also: potency is read from the fitted curve at half-maximal effect; % is scaled to controls: 0 for no effect and ±100 for the full control effect; nearly all actives have a fitted effect of over 75% in size; some results filed as inactive show a strong effect at the top dose
Target sequence (P49798 whole entry, looked up): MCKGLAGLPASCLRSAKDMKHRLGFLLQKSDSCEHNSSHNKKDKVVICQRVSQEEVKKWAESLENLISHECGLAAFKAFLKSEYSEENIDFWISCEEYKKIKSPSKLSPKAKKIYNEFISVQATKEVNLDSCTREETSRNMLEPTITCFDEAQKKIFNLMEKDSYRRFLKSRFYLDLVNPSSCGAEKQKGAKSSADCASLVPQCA
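MLSMR compounds (23 nl, pin-transferred) preincubated 10 min at room temperature with a 500nM (2x) first reagent, then RGS4 at 900nM (2x) plus Transcreener GDP mix added; fluorescence polarization (620/688 nm) read before and after 90 min at 30 °C.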
Vif-APOBEC3F blk – Vif-A3F binding inhibition | Potency, µM (top dose mostly 46.1 µM), without a hit: at the highest dose activity, negative = active | HeLa A3F-eYFP + Vif (tagged APOBEC3F with the HIV-1 protein that degrades it), YFP fluorescence increase | actives 0.2% (n = 390,000); also: potency is read from the fitted curve at half-maximal effect; % of control where 0% means no effect; nearly all actives have a fitted effect of over 65% in size
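HeLa cells stably expressing Vif plus C-terminally eYFP-tagged A3F were seeded, incubated overnight at 37 deg C, dosed with compound, incubated overnight again at 37 deg C. Yellow fluorescence (Ex 488/Em 500-530) reported blocked Vif-mediated A3F-eYFP degradation.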
D2 ag – agonists of human D2 dopamine receptor; P14416; HEK293 T-REx D2 cells, calcium flux agonist mode; activation, % at 2 µM; actives 0.53% (n = 340,000); AID 485358;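 active = activation over 3 SD above normal in the single-dose calcium agonist read, cut at about 30% in these data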; also: 0% is about no effect
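Agonism is scored from calcium flux in a force-coupled, inducible HEK293 cell line expressing D2, read kinetically for 180 s after compound addition against dopamine controls.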
An asterisk follows results filed as active; u = inconclusive; x = not tested or not shown; [ ] = another dose, or the depositor's remark. Unless noted, calls follow the shape of the dose curve; as a rule, active = well fitted curve in the direction sought with a large enough effect; inconclusive = small, poorly fitted or top-dose-only effect, or another doubt; inactive = no such curve, though single readings can be large; an effect the other way counts as inactive or inconclusive.

molecule	12-LOX inh	GRP78 ERSR act	ERG Ets-DNA blk	LDHA block	D2 antag	Vif-A3G inh	RGS4 inhibitor	Vif-APOBEC3F blk	D2 ag
CCCc1nc(N2CCCC2)c(C#N)c2c1CCCC2	u	-4%	10%	-5	14	0%	45%	-2%	-0.2
COc1ccc(CNC(=O)N2CCN(S(=O)(=O)c3ccc(C)cc3C)CC2)cc1	-9%	-3%	-5%	-2	-3	0%	3%	1%	0.2
Cc1onc(-c2c(Cl)cccc2Cl)c1C(=O)Nc1c(C)n(C)n(-c2ccccc2)c1=O	-23%	2%	9%	3	-7	0%	12%	2%	1.0
Cc1cc(OC(=O)c2ccc(C(F)(F)F)cc2)c([N+](=O)[O-])c(=O)[nH]1	u	-4%	1%	-1	19	1%	-13%	3%	-0.7
COc1cccc(N2CCN(C(=O)c3ccc(CS(=O)Cc4ccccc4Cl)o3)CC2)c1 (centres undefined)	-2%	-3%	12%	1	-1	-7%	13%	-6%	-0.8
COc1ccc(C(=O)N2CCN(Cc3ccccc3C(F)(F)F)CC2)cc1	-84%	-3%	5%	-11	8	0%	-13%	2%	0.5
Cc1cc(=O)oc(C)c1C(=O)NCc1ccccc1	-57%	-2%	-22%	-5	0	-4%	42%	1%	0.8
Cc1ccccc1CS(=O)(=O)Cc1ccc(C(=O)NCc2ccco2)o1	-7%	-4%	5%	-8	-15	-1%	-7%	12%	0.0
O=C(NCC12CC3CC(CC(C3)C1)C2)c1nn2c(c1Cl)NC(c1ccco1)CC2C(F)(F)F (centres undefined)	-20%	-4%	-4%	-8	-15	-1%	-51%	x	-1.7
CC(C)(C)c1cc(NC(=O)COC(=O)C2CC2)n(-c2ccccc2)n1	-9%	2%	1%	3	9	1%	-29%	x	-0.1
O=C(CCS(=O)(=O)c1cc(Br)cc2c1N(C(=O)C1CC1)CC2)NCc1ccc(Cl)cc1	-30%	-3%	1%	-9	x	-6%	5%	4%	1.0
COc1ccc(Cl)cc1C(=O)NNC(=O)c1ccc(F)c(S(=O)(=O)N2CCOCC2)c1	-11%	-4%	-12%	-6	x	-1%	2%	1%	x
Cc1nn(C)c(C(=O)NC(=S)Nc2ccccc2Br)c1Cl	u	2%	-11%	0	x	-11%	-30%	-8%	x
CN(C)c1cccc2c(S(=O)(=O)N3CCOCC3)cccc12	0%	-3%	-1%	10	-17	1%	-7%[11.4 µM]	5%	-1.3
Cc1ccc(S(=O)(=O)c2c(O)cc(C)c(NS(=O)(=O)c3ccc(Cl)cc3)c2C)cc1	u	-2%	2%	5	x	-2%	12%	1%	-0.2
CN(C)S(=O)(=O)c1ccc(C(=O)NCc2ccccc2)cc1	-23%	-1%	-18%	-2	11	-1%	31%	4%	-0.8
COC(=O)C(=O)Nc1cccc2cccnc12	x	-1%	x	1	x	2%	27%	x	x
CCOC(=O)c1ccc(NC(=S)NCCCN2CCN(C3CCCCC3)CC2)cc1	-4%	-3%	10%	3	3	2%	-10%	11%	1.8
O=C(CSc1n[nH]c(-c2ccccc2Cl)n1)NC1CCCCC1	6%	-3%	-9%	-3	5	-21%	22%	-32%	0.5
Cn1nc(C(=O)OCC(=O)c2ccc(Cl)cc2)c2ccccc2c1=O	-27%	-2%	-1%	-2	x	-5%	-12%	7%	x

Next section, overlapping the part above by four compounds.
molecule	12-LOX inh	GRP78 ERSR act	ERG Ets-DNA blk	LDHA block	D2 antag	Vif-A3G inh	RGS4 inhibitor	Vif-APOBEC3F blk	D2 ag
COC(=O)C(=O)Nc1cccc2cccnc12	x	-1%	x	1	x	2%	27%	x	x
CCOC(=O)c1ccc(NC(=S)NCCCN2CCN(C3CCCCC3)CC2)cc1	-4%	-3%	10%	3	3	2%	-10%	11%	1.8
O=C(CSc1n[nH]c(-c2ccccc2Cl)n1)NC1CCCCC1	6%	-3%	-9%	-3	5	-21%	22%	-32%	0.5
Cn1nc(C(=O)OCC(=O)c2ccc(Cl)cc2)c2ccccc2c1=O	-27%	-2%	-1%	-2	x	-5%	-12%	7%	x
COc1ccc(OC)c(CNC(=O)C2CCN(S(C)(=O)=O)CC2)c1	0%	-2%	-1%	-7	11	-1%	-12%	-4%	13
NC(=O)C1CCN(C(=O)CCNS(=O)(=O)c2ccccc2F)CC1	54%[activator]	-1%	11%	-10	x	-1%	10%	1%	x
CCn1cc2nc(SCc3cccc(C(F)(F)F)c3)n(Cc3ccc(C)cc3)c(=O)c2n1	-8%	-2%	7%	1	x	2%	8%	4%	0.5
COc1ccccc1NC(=S)NCCc1ccc(Cl)cc1	u	3%	-9%	-3	29	8%	14%[11.4 µM]	4%	0.5
Clc1ccc2c(NCCNC3CCCCC3)ccnc2c1	u	-8%	2%	-7	x	4%	8%	-21%	x
COc1ccc(Cl)cc1-n1c(N)c(C(N)=O)sc1=S	u	-2%	0%	1	5	-1%	-51%	1%	0.7
COc1ccccc1OCC(=O)Sc1ccc(C)cc1	18%	-1%	-13%	5	10	1%	u	-4%	0.4
Cc1ccc(-c2[nH]c3ccccc3c2SCCNC(=O)c2cc3ccccc3oc2=O)cc1	-15%	-3%	-2%	-6	3	1%	6%	1%	1.3
O=C(COc1ccccc1)NCC(c1cccs1)S(=O)(=O)c1ccc(Cl)cc1 (centres undefined)	0%	-2%	1%	-2	x	-2%	-21%	-4%	0.8
Cc1cc(C(=O)NCC(C)(C)N2CCOCC2)c(C)o1	2%	-2%	-5%	-3	-5	2%	10%	5%	0.7
CCCC1CCC(=NNC(=O)CNc2ccc(OC)cc2)CC1 (centres undefined)	-13%	-2%	x	5	3	0%	20%	3%	0.5
C=CC[n+]1c(-c2ccc(Cl)cc2Cl)csc1Nc1c(C)n(C)n(-c2ccccc2)c1=O	u	-2%	-1%	-3	49*	-1%	-8%	5%	57*
O=C(NNC(=O)c1ccccc1[N+](=O)[O-])c1cnccn1	22%	-2%	-5%	-4	4	2%	-13%	-4%	-0.7
Cn1cccc1C(=O)NC(=O)CSc1nnc(C2CC2)n1-c1ccccc1	0%	-3%	2%	0	1	0%	25%	11%	-0.1
Cn1c(=O)c(C(=O)c2ccccc2)c(O)c2ccccc21	u	-10%	-2%	-10	x	-1%	-29%	-2%	x
CCOCCCNCC(=O)Nc1cc(S(=O)(=O)N2CCOCC2)ccc1N1CCOCC1	-6%	-4%	-3%	-17	x	0%	-21%	0%	x
O=C(Nc1ccc(OC(F)F)c(Cl)c1)[C@@H]1CCCN1C(=O)c1cccs1	4%	-4%	9%	-2	-4	1%	-7%	13%	0.3
O=C(CN=C1NS(=O)(=O)c2ccccc21)OCC(=O)c1cc(F)ccc1F	-4%	2%	3%	-6	-8	1%	11%	0%	1.7
COCc1nnc(NC(=O)c2ccc(OC)cc2OC)s1	0%	-10%	4%	-4	39*	3%	-3%	4%	-0.8
Cc1cc(C)n(CCc2nc(-c3ccc(-c4ccccc4)cc3)cs2)n1	u	2%	-4%	-6	0	2%	-22%	8%	-0.3
O=C(NC(Cc1ccccc1)C(=O)O)NC12CC3CC(CC(C3)C1)C2 (centres undefined)	0%	-3%	8%	1	3	1%	24%	5%	-1.4
C=CCNc1nc(NCCOc2ccccc2Cl)c2sc(-c3ccccc3)cc2n1	u	0%	x	-1	x	-7%	x	x	x

6 entries from above, with two lines to a compound.
Under each structure – 12-LOX inh | GRP78 ERSR act | ERG Ets-DNA blk | LDHA block | D2 antag | Vif-A3G inh | RGS4 inhibitor | Vif-APOBEC3F blk | D2 ag
C=CCNc1nc(NCCOc2ccccc2Cl)c2sc(-c3ccccc3)cc2n1
→ u | 0% | x | -1 | x | -7% | x | x | x
Cc1cc(C)n(CCc2nc(-c3ccc(-c4ccccc4)cc3)cs2)n1
→ u | 2% | -4% | -6 | 0 | 2% | -22% | 8% | -0.3
O=C(Nc1ccc(OC(F)F)c(Cl)c1)[C@@H]1CCCN1C(=O)c1cccs1
→ 4% | -4% | 9% | -2 | -4 | 1% | -7% | 13% | 0.3
COc1cccc(N2CCN(C(=O)c3ccc(CS(=O)Cc4ccccc4Cl)o3)CC2)c1 (centres undefined)
→ -2% | -3% | 12% | 1 | -1 | -7% | 13% | -6% | -0.8
Cc1onc(-c2c(Cl)cccc2Cl)c1C(=O)Nc1c(C)n(C)n(-c2ccccc2)c1=O
→ -23% | 2% | 9% | 3 | -7 | 0% | 12% | 2% | 1.0
CCn1cc2nc(SCc3cccc(C(F)(F)F)c3)n(Cc3ccc(C)cc3)c(=O)c2n1
→ -8% | -2% | 7% | 1 | x | 2% | 8% | 4% | 0.5

An excerpt, so the mix of outcomes need not match the whole.
